Screening results: PubChem, several laboratories
LRH-1 inv ag – suppresses constitutive activity of human LRH-1; O00482; HEK293T StAR-luciferase reporter, LRH-1 transfected, 24 h; inhibition, % at 3.6 µM; hit rate 0.13% among 360,000;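 active means inhibition above the mean inhibition of all tested compounds plus 3 SD, cut at about 73% in these data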;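 further: 0% = DMSO wells and 100% = reporter-only cells lacking LRH-1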
KKLEB tox – counter-screen for CF NF-kB inhibitors: cytotoxicity. KKLEB CF airway cells viability, ATPlite luminescence, overnight; hits give low values; cells stimulated with P. aeruginosa culture filtrate. activity change (cytotoxicity), % at 5 µM. hit rate 0.36% among 360,000. AID 602141;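 active means corrected activity change at or below -50% at 5 µM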
C8 TRAIL sens – sensitizes caspase-8 expressing cells to TRAIL | NB7+C8 cells + TRAIL, ATPlite viability luminescence | inhibition (viability loss, TRAIL sensitization), % at 10 µM | hit rate 1% among 360,000 | AID 624354;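 active means compounds causing at least 50% loss of cell viability in the single-dose screen, relative to plate controls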
LMP1 NFkB inh – Epstein-Barr LMP1 NF-kappaB reporter inhibition | LMP1-induced NF-kappaB luciferase reporter cells, luminescence | inhibition, % at 12.5 µM | hit rate 0.69% among 350,000; in the data active means inhibition above about 41%;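 further: 0% = neutral control wells and 100% = reference inhibitor control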
TROY NFkB inh – inhibitors of TROY-dependent NF-kB signaling; hit rate 0.98% among 360,000; Q293 LMP1-TROYcd NF-kB luciferase reporter, 4 h; inhibition, % at 10 µM;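 active means compounds whose plate-normalised and pattern-corrected inhibition of the luciferase reporter signal at the single screening dose is 50% or more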
NCOA1 inh – human NCOA1 inhibition; Q15788; HEK293 GAL4-SRC1 luciferase reporter, luminescence; hit rate 0.12% among 360,000; inhibition, % at 3.6 µM;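 active means inhibition above the campaign mean plus 3 SD, with each screening campaign given its own cutoff, cut at about 60% in these data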;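 further: 0% = DMSO treated cells and 100% = gossypol at 36 µM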
Target sequence (Q15788 whole entry, looked up, the tested form may be a part): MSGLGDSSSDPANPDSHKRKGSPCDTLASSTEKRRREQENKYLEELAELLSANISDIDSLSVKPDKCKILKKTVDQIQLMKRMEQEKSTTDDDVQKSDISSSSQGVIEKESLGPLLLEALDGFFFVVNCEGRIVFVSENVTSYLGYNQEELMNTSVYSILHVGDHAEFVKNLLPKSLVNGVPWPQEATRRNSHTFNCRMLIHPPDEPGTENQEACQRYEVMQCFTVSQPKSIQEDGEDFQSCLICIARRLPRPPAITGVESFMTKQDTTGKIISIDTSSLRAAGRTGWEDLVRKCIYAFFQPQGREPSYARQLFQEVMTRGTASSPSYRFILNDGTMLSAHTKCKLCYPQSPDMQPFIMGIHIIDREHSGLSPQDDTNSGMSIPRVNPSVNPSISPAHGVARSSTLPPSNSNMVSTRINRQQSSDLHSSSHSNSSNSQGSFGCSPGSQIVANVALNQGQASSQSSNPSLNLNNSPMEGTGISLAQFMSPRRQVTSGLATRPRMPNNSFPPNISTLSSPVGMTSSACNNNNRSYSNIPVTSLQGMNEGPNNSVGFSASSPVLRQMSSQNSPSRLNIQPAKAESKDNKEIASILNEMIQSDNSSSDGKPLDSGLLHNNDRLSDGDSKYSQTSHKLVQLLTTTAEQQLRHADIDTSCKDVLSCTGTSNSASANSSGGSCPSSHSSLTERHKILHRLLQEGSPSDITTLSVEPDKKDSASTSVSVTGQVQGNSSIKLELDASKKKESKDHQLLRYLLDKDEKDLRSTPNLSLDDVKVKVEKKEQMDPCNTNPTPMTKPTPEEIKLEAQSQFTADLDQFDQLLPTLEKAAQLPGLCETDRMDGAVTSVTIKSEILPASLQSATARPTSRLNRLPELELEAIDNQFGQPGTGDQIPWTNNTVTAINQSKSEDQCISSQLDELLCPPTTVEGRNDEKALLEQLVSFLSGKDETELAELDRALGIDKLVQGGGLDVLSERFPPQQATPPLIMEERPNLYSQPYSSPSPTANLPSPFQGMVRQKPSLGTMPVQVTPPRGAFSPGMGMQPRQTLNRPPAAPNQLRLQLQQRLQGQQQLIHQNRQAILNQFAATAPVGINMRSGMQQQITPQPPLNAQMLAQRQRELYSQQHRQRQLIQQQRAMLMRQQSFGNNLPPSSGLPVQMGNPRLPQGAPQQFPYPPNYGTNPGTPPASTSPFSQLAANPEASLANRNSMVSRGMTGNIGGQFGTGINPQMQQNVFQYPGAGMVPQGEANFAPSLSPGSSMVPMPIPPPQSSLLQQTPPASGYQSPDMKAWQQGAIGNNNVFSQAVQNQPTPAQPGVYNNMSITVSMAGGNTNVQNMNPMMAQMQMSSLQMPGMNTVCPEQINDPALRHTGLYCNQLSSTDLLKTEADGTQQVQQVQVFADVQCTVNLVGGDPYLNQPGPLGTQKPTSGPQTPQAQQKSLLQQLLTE
SRC2 inh – inhibits human steroid receptor coactivator 2; Q15596; HEK293 GAL4-SRC2 luciferase reporter, luminescence; inhibition, % at 9 µM; hit rate 0.17% among 370,000; AID 651957;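 active means inhibition above the mean inhibition of all tested compounds plus 3 SD, set per campaign, cut at about 52% in these data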;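 further: 0% = DMSO treated cells and 100% = cells given Gossypol at 36 µM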
NR2F2 inh – NR2F2 (human) inhibition, primary screen; inhibition, % at 8.6 µM; P24468; AID 686940; HEK293T NGFI-A luciferase reporter, luminescence; hit rate 0.7% among 370,000;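 active means inhibition above a per-plate cutoff, mean inhibition of test wells between control levels plus 3 SD, cut at about 38% in these data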;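 further: cells cotransfected with COUP-TFII expression vector driving the NGFI-A reporter; 0% = median of COUP-TF2 test wells and 100% = reporter-only cells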
SRC3 inh – human NCOA3 inhibition. HEK293 GAL4-SRC3 luciferase reporter, luminescence. inhibition, % at 3.6 µM. hit rate 0.17% among 360,000;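 active means inhibition above a per-campaign cutoff, the mean of all compounds plus 3 SD, cut at about 60% in these data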;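 further: 0% = DMSO-treated cells and 100% = gossypol-treated cells at 36 µM; higher means less SRC3-driven luciferase light from the GAL4 reporter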
CF NFkB inh – cystic fibrosis NF-kB activation inhibition; KKLEB NF-kB-GFP reporter, PAF-induced, GFP fluorescence overnight; inhibition, % at 5 µM; hit rate 0.86% among 360,000;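 active means at least 50% inhibition at 5 µM, scaled per plate between neutral and stimulator controls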;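 further: PAF is a Pseudomonas aeruginosa culture filtrate used as stimulus; plate controls were PAF-stimulated DMSO wells for no effect and unstimulated DMSO wells for full effect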
TWEAK-Fn14 inh – inhibitors of TWEAK-Fn14 interaction signaling; TWEAK-stimulated Fn14 reporter cells, luciferase luminescence, 8 h; inhibition, % at 10 µM; hit rate 2% among 360,000; AID 1159606; in the data active means inhibition above about 50%
Active calls of the source: *; x = no result given.

SMILES	LRH-1 inv ag	KKLEB tox	C8 TRAIL sens	LMP1 NFkB inh	TROY NFkB inh	NCOA1 inh	SRC2 inh	NR2F2 inh	SRC3 inh	CF NFkB inh	TWEAK-Fn14 inh
COc1ccc(/C=C2\Oc3cc(OCC(N)=O)ccc3C2=O)cc1OC	5	-24	1	7	3	1	-22	14	-20	-1	-11
O=C(CCC(=O)N(CC(=O)NC1CCCC1)C1CCCCC1)Nc1ccccn1	10	-4	-2	11	9	-8	-27	-19	14	18	-15
CCN(CC)c1cccc(OCC(=O)N2c3ccccc3CC2C)c1 (configuration not stated)	-12	-17	11	-2	-16	-7	-40	-11	15	-4	-5
Cc1ccc(S(=O)(=O)CCC(=O)Nc2nccs2)cc1	-10	5	8	-2	14	0	-3	-6	11	2	19
COc1ccc(C(=O)NNC(=O)C(=O)Nc2cccc3ccccc23)cc1	14	-8	-7	7	-14	10	5	-10	1	-4	-10
COc1cccc(CN(CC(=O)NCc2ccccc2)S(=O)(=O)CCl)c1	2	8	7	-6	-12	4	18	0	10	-13	0
COc1cccc(C(=O)N(Cc2ccc3c(c2)OCO3)Cc2nc3ccccc3c(=O)[nH]2)c1	1	0	-4	-8	-19	8	-6	4	2	-1	-21
COC(=O)Cc1c(C)nc2nc(Cc3ccccc3)[nH]n2c1=O	-2	-1	3	3	1	-5	-6	9	-2	-6	5
Cc1oc(/N=C/c2ccc(Cl)cc2Cl)c(C#N)c1C	12	-7	6	1	3	-7	-26	-13	-15	-5	21
Cc1nc(N2CCc3ccccc3C2)[nH]c(=O)c1Cc1ccccc1	-4	-11	-4	-4	-6	10	-11	0	-2	13	-20
O=C1C(C=NCc2cccnc2)=C(O)c2ccccc21	-126	0	24	62*	52*	-107	-56	-34	-101	-6	27
Cc1ccc(NC(=O)[C@@]2(CC(=O)O)CC(/C=C/c3ccccc3)=NO2)c(C)c1	-4	0	9	-100	1	-6	-27	18	3	6	-6
CCCN1CCN(C(=O)C2CCN(c3nnc(C)c4c(C)n(-c5ccc(C)cc5)nc34)CC2)CC1	2	-13	-14	-26	5	-7	-22	7	-21	11	-23
C=CCOc1ccc(C2/C(=C(/O)c3ccc(OC)cc3)C(=O)C(=O)N2CCN2CCNCC2)cc1 (configuration not stated)	11	6	-11	-2	-1	-5	17	8	17	6	8
Cc1cc(C)c(C)c(SCC(=O)Nc2oc(C)c3c(C)n[nH]c(=O)c23)c1C	0	-6	2	3	0	-7	7	6	-9	2	-2
N#Cc1ccccc1NC1=CC(=O)CCC1	13	-3	-7	-7	-1	-5	-32	-4	18	-14	-5
CCOc1ccc(S(=O)(=O)Nc2cccc(C(=O)NCC3CCCO3)c2)cc1 (configuration not stated)	2	6	7	10	-13	18	21	4	16	15	17
O=C(O)CC1NCCc2ccccc21 (configuration not stated)	14	8	2	-3	12	-6	5	-3	23	2	-11
O=C(c1ccco1)N1CCN(c2nc(C3CC3)nc3sc4c(c23)CCCC4)CC1	5	-3	-1	-6	9	16	x	x	8	-6	21
CCCCCn1c(Br)nc2c1c(=O)n(CC(N)=O)c(=O)n2C	3	11	1	5	-3	-5	0	-6	12	-16	0
COc1ccc(-c2csc(NC(=S)NC(=O)/C=C/c3ccco3)n2)cc1Br	-11	-17	-9	16	-2	0	0	-9	-16	26	-11
N#Cc1c(-c2ccccc2)nc2n(-c3ccccc3)nc(C(=O)Nc3ccccc3)n2c1=O	-3	8	-8	8	4	3	10	-10	10	-11	-10
Cc1ccc(C2=C(CC(=O)O)C(=O)CC2)cc1	2	-8	-11	12	-8	1	-8	-10	15	18	3
CCCCCc1n[nH]c2c1CCCC2	0	2	-3	-2	-2	-5	-59	8	-18	12	-11
O=C(O)c1ccc(/C=N/Nc2ccc(F)cc2F)cc1	-152	-5	7	-53	-25	-77	-76	-30	-20	-2	39

Reprinted from the part before: 4 compounds; new compounds follow.
SMILES	LRH-1 inv ag	KKLEB tox	C8 TRAIL sens	LMP1 NFkB inh	TROY NFkB inh	NCOA1 inh	SRC2 inh	NR2F2 inh	SRC3 inh	CF NFkB inh	TWEAK-Fn14 inh
N#Cc1c(-c2ccccc2)nc2n(-c3ccccc3)nc(C(=O)Nc3ccccc3)n2c1=O	-3	8	-8	8	4	3	10	-10	10	-11	-10
Cc1ccc(C2=C(CC(=O)O)C(=O)CC2)cc1	2	-8	-11	12	-8	1	-8	-10	15	18	3
CCCCCc1n[nH]c2c1CCCC2	0	2	-3	-2	-2	-5	-59	8	-18	12	-11
O=C(O)c1ccc(/C=N/Nc2ccc(F)cc2F)cc1	-152	-5	7	-53	-25	-77	-76	-30	-20	-2	39
C=CCN=C(NC#N)SCC(=O)NC(C)(C)C	-9	4	7	-2	1	-4	-12	0	7	-2	-5
COc1ccc(OC)c(-n2c(-c3cccc(O)c3)n[nH]c2=S)c1	11	0	-3	-8	-35	1	-9	-1	14	-1	-14
CN(C)C(=O)N1CCCC(C(=O)NCc2ccccc2)C1 (configuration not stated)	13	-3	2	5	-30	1	-3	21	8	14	13
Cc1nc2n(c(=O)c1CCN1CCC(c3noc4cc(F)ccc34)CC1)CCCC2	-15	-8	2	0	7	7	6	2	1	-7	-3
COc1ccc(NC(=O)c2cc([N+](=O)[O-])ccc2NC(=O)CNC2CCCCC2C)c(OC)c1 (configuration not stated)	20	-5	7	1	39	-9	-27	-35	-30	12	5
Cc1cc(C(=O)NCCCN2CC(C)CC(C)C2)n(-c2ccccc2)n1 (configuration not stated)	11	-12	-3	3	-3	14	-53	-5	6	-11	-13
CCOC(=O)CCCc1c[nH]c2ccccc12	-4	10	14	-1	-7	-10	-2	-10	-3	-2	-10
COc1ccc(Cc2c(C(C)(C)C)nc3ccc(Cl)cn23)c(C)c1	-19	-4	-3	x	-22	3	20	-5	19	-2	7
Cc1c(NC(=O)C(C)OC(=O)c2ccc(Br)o2)c(=O)n(-c2ccccc2)n1C (configuration not stated)	-7	6	-13	-6	4	-15	-1	1	-6	5	11
Cn1cnnc1SCC(=O)NCCC(c1ccccc1)c1ccccc1	8	-7	-6	1	-1	-1	-20	-3	16	-12	-1
Cc1cc(C)cc(N)c1	-3	-1	-7	0	-5	4	4	13	2	-3	5
O=C(CCn1c(=S)oc2ccccc21)Nc1ccc2c(c1)OCCO2	-20	-10	1	0	-2	-9	3	11	-19	3	10
CCCNC(=O)COC(=O)c1c2c(nc3ccccc13)CCC2	-14	8	-14	-2	-8	7	-26	-14	7	-13	16
CSc1ccc(/C=N/NC(=O)CN2CCN(Cc3ccccc3Cl)CC2)cc1	-2	0	-3	0	-17	4	6	5	11	5	-16
COc1cc(NC(=O)CCCNC(=O)c2ccc(Cl)cc2)cc(OC)c1	8	2	-3	0	-8	11	11	9	14	-12	-1
CCC1(c2ccc(F)cc2)NC(=O)N(CC(=O)Nc2cccc(S(=O)(=O)N3CCCC3)c2)C1=O (configuration not stated)	-10	-20	9	-5	-11	-9	10	-22	-2	11	3
CCCCCC(C)NC(=S)NC(=O)c1cc(S(=O)(=O)N2CCOCC2)ccc1C (configuration not stated)	-10	-7	22	-6	6	20	1	16	11	16	28
Cc1ccc2[nH]cc(CCNS(=O)(=O)c3ccc(F)cc3)c2c1	13	4	-7	-12	26	-16	-2	7	7	-8	7
CCOc1ccccc1-n1c(SCC(=O)N2CCOCC2)nnc1-c1ccccn1	10	-2	15	5	5	4	-23	-11	18	-20	17
COc1ccccc1NC(=O)C(=O)NCCCN1CCCC1=O	-39	5	7	-8	-39	-30	-41	-3	-32	-13	-35
CC(C)CCOc1cccc(OCC(=O)NC2CCS(=O)(=O)C2)c1 (configuration not stated)	5	5	-16	-2	-13	6	8	-1	-3	1	-6
CC(=O)c1cccc(NC(=O)c2ccccc2OCc2ccc(F)cc2)c1	2	-4	-20	8	-1	8	7	11	4	-11	35
O=C1OCC(c2ccc(Cl)s2)=C1c1ccccc1[N+](=O)[O-]	16	-14	3	0	1	7	-12	-33	9	-8	7
Cc1ccc(N2C(=O)[C@@H]3[C@H](C2=O)C2c4ccccc4C=CN2[C@@H]3C(=O)c2ccco2)cc1 (some centres not stated)	13	-2	-6	-5	-29	-16	-8	12	-15	2	-5
CCOc1cc2c(Cl)ncnc2c(OCC)c1OCC	13	2	-13	-3	-17	-5	20	26	-5	-9	-6
Cc1ccccc1/C=N/n1c(-c2cc(-c3ccccc3)n[nH]2)n[nH]c1=S	-23	21	7	-4	-5	3	3	10	5	-36	-1
CC[C@@H]1C(=O)[C@H](Cc2ccccc2)[C@H]2CCCC(=O)N3CC[C@@H]1[C@@H]23	3	3	-8	0	-7	-11	-21	1	7	17	-1
COCCCN1C(=O)c2ccc(C(=O)O)cc2C1=O	-1	8	-7	6	-16	-16	-12	-14	6	-2	7
CS(=O)(=O)N1CCN(C(=S)NCc2ccc(F)cc2)CC1	8	3	-1	8	-19	-4	-16	0	7	0	15
CCCNC(=O)C1(C)CCCN(C(=O)c2cc3ccccc3s2)C1 (configuration not stated)	-15	1	1	x	-9	-4	-15	4	-2	-12	-8

LMP1 NFkB inh, what is marked active above.
| smiles | LRH-1 inv ag | LMP1 NFkB inh | NCOA1 inh | SRC2 inh | NR2F2 inh | SRC3 inh | CF NFkB inh | TWEAK-Fn14 inh |
| --- | --- | --- | --- | --- | --- | --- | --- | --- |
| O=C1C(C=NCc2cccnc2)=C(O)c2ccccc21 | -126 | 62* | -107 | -56 | -34 | -101 | -6 | 27 |

Reformatted: results already given
CC(C)CCOc1cccc(OCC(=O)NC2CCS(=O)(=O)C2)c1 (configuration not stated)
  LRH-1 inv ag = 5 | KKLEB tox = 5 | C8 TRAIL sens = -16 | LMP1 NFkB inh = -2 | TROY NFkB inh = -13 | NCOA1 inh = 6 | SRC2 inh = 8 | NR2F2 inh = -1 | SRC3 inh = -3 | CF NFkB inh = 1 | TWEAK-Fn14 inh = -6
N#Cc1ccccc1NC1=CC(=O)CCC1
  LRH-1 inv ag = 13 | KKLEB tox = -3 | C8 TRAIL sens = -7 | LMP1 NFkB inh = -7 | TROY NFkB inh = -1 | NCOA1 inh = -5 | SRC2 inh = -32 | NR2F2 inh = -4 | SRC3 inh = 18 | CF NFkB inh = -14 | TWEAK-Fn14 inh = -5
